uPA generation: blocks generation of uPA at the cell surface; cell surface uPA generation assay, qHTS; Potency, µM (series often up to 38.3 µM), inactives show at the highest dose activity change, negative = inhibition, most hits filed as inhibitors; 330,000 compounds, 0.31% hits; AID 540303; active = well fitted inhibition curve with a large enough effect; inconclusive = small, poorly fitted or top-dose-only effect; inactive = no such curve, though single readings can be large or run the other way; tested in mouse RAW 264.7 cells; also: potency is read from the fitted curve at half-maximal effect; % is scaled to controls: 0 for no effect and ±100 for the full control effect; nearly all actives have a fitted effect of over 55% in size
TRPV1 ag: human TRPV1 agonism; Q8NER1; TRPV1-expressing cells, Fluo-8 calcium influx, agonist mode; activation, % at 8.33 µM; 320,000 compounds, 0.19% hits; in the data active = activation above about 80%; inconclusive = between about 30% and that limit; also: 0% is about no effect
Target sequence (Q8NER1 whole entry, looked up): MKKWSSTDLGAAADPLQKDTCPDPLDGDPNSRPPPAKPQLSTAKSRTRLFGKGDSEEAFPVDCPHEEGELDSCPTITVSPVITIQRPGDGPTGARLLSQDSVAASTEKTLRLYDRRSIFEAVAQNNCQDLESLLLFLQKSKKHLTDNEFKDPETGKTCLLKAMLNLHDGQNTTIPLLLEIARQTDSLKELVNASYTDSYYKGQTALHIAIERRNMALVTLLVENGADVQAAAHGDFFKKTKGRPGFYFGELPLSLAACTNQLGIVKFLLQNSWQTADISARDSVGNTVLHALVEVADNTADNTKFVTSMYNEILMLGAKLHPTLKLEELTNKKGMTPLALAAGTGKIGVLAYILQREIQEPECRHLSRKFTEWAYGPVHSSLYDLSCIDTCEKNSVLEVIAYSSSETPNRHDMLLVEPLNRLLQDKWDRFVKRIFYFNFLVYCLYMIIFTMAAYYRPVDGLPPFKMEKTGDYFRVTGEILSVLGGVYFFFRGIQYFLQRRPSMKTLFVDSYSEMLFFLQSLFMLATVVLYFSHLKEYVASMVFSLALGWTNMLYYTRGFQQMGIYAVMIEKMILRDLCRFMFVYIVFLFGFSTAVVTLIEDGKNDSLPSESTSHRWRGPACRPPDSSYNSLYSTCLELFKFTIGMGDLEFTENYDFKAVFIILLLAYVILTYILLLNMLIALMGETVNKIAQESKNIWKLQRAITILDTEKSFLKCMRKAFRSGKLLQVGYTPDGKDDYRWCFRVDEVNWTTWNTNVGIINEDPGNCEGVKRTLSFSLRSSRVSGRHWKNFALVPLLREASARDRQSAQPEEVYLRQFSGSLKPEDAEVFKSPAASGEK
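Fluo-8 calcium influx in TRPV1-expressing cells, kinetic read (ex 480/em 520 nm). Compound added and read 3 min for agonist activity, followed by capsaicin at EC20 final and 2 min further read for enhancement.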
ASM inhibitor: inhibitors of human secretory acid sphingomyelinase; P17405; placental ASM, HMU-PC fluorogenic substrate, 60 min; Potency, µM (top dose mostly 57.5 µM), for inactives: at the top dose activity change, negative = inhibition, hits mostly inhibitors; 340,000 compounds, 0.006% hits; AID 504937; also: potency is read from the fitted curve at half-maximal effect
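qHTS format. ASM enzyme prepared from human placenta hydrolyses the fluorogenic substrate HMU-PC0 (9 uM final) over 60 min at 37 °C after a 10 min compound preincubation.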
ELG1 genotox: inducers of genotoxicity in HEK293T ELG1-luciferase cells. HEK293T ELG1-luciferase reporter, luminescence, 16 h. AID 504466. 330,000 compounds, 1.3% hits. Potency, µM (highest dose often 46 µM), without a hit: at the top dose activity change, positive = activation, hits mostly activators; also: potency is read from the fitted curve at half-maximal effect; % of control where 0% means no effect; nearly all actives have a fitted effect of over 60% in size
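ELG1-luciferase HEK293T cells, 2,000/well; compound pinned in; 16 hr, 37 °C, 5% CO2; ONE-Glo, 30 min RT; luminescence on CCD imager.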
p53 reactivator: restores transcriptional activity of mutant p53; H1299 p53-A138V BP100-luciferase reporter, luminescence, 24 h; 320,000 compounds, 0.063% hits; Potency, µM (doses to about 92.2 µM), inactives show at the top dose activity change, positive = activation, hits mostly activators; AID 504706; also: potency is read from the fitted curve at half-maximal effect; % of control where 0% means no effect; nearly all actives have a fitted effect of over 45% in size
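H1299 (p53-null), stable ts p53-A138V + BP100-Luc; 1000 cells/well, Opti-MEM/10% FBS; cpd 4 pt, 1:5; 24 h, 37 deg C, 5% CO2; detection reagent 10 min RT; luminescence.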
USP2a inh: inhibitors of human ubiquitin-specific protease USP2a; USP2 core, Ub-CHOP2 coupled fluorogenic reporter, 485/531; Potency, µM (titrated, usually from 38.3 µM), inactives show at the highest dose activity change, negative = inhibition, most hits filed as inhibitors; 330,000 compounds, 0.01% hits; AID 463254;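 also: potency is read from the fitted curve at half-maximal effect; plate controls were DMSO wells for no effect and full inhibition by NEM control for full effect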
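Cell-free coupled assay: 10nM USP2 core preincubated 30min RT with compound in Tris-HCl pH 8.0/CaCl2/CHAPS buffer, then 25nM Ub-CHOP2 and 25nM reporter substrate; fluorescence (Ex 485/Em 531) read after 60min RT, normalized to NEM inhibition, concentration-response curves fitted.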
B2AR arrestin: agonists driving beta-arrestin recruitment to human beta2-adrenergic receptor | P07550 | beta-arrestin recruitment to beta2AR, cell-based reporter | Potency, µM (series often up to 46.1 µM), for the others: at the highest dose activation, hits mostly activators | 330,000 compounds, 0.02% hits | AID 492947;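 also: potency is read from the fitted curve at half-maximal effect; 0% = DMSO controls and full agonism = EC100 isoproterenol or metaproterenol; nearly all actives have a fitted effect of over 65% in size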
Integrin act MD: activates integrin-mediated alleviation for muscular dystrophy; alpha7betagal myoblasts, beta-gal FDG fluorescence, 48 h; Potency, µM (top dose mostly 38.3 µM), inactives show at the top dose activation, usual class: activators; 350,000 compounds, 0.064% hits; AID 624291;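 also: potency is read from the fitted curve at half-maximal effect; 100% = response of the positive control SU9516; nearly all actives have a fitted effect of over 60% in size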
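Alpha7betagal+/- myoblasts (passage 13) were plated 16-24 hr, then exposed to compounds (1:260 dilution of DMSO stock) for 48 hours at 37C. After MPER lysis, β-galactosidase reporter activity was read as FDG fluorescence (ex 480/em 540) after 30 minutes.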
Eya2 phos inh: inhibitors of human Eya2 phosphatase activity. recombinant Eya2, OMFP fluorescence dephosphorylation (OMFP is methylfluorescein phosphate). 330,000 compounds, 0.006% hits. Potency, µM (series often up to 76.9 µM), for inactives: at the top dose activity, negative = inhibition, usual class: inhibitors. O00167. AID 488837; also: potency is read from the fitted curve at half-maximal effect; % is scaled to controls: 0 for no effect and ±100 for the full control effect
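Eya2 protein (added as 0.2 uM solution) was preincubated with compound for 10 min at ambient temperature in 50 mM HEPES pH 7.5, 50 mM NaCl, 5 uM MgCl2, 0.05% BSA, 1 mM DTT. OMFP (added at 50 uM) then reacted 10 min; fluorescence read at 485/525 nm.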
PTAP TSG101 blk: blocks PTAP/TSG101 interaction to inhibit HIV-1 budding | Fluorescence polarization, FITC-PTAP peptide / Tsg101 binding | 340,000 tested, under 10 active | Q99816 | Potency, µM (titrated, usually from 115 µM), without a hit: at the highest dose activity change, negative = inhibition, most hits filed as inhibitors; active = well fitted inhibition curve with a large enough effect in the main read-out, with a control signal flat, not every such curve was filed as active; inconclusive = small, poorly fitted or top-dose-only effect, or effect the other way, or a change in a side signal; inactive = no such curve, though single readings can be large or run the other way; also: potency is read from the fitted curve at half-maximal effect; % of control where 0% means no effect
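Fluorescence anisotropy tracks displacement of a FITC-tagged PTAP peptide (50 nM) from the Tsg101 binding domain (10 uM), following a 20 min room-temperature incubation at pH 7.5.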
BRCA1 expr act: BRCA1 expression activation. MCF7-BRCA1-FFLuc reporter, luminescence, 48 h; response scale: scaled: vehicle 0%, 10 µM genistein 100%. Potency, µM (titrated, usually from 46.1 µM), inactives show at the highest dose activation, most hits filed as activators. 380,000 compounds, 1.1% hits. AID 624202; also: potency is read from the fitted curve at half-maximal effect; nearly all actives have a fitted effect of over 80% in size; some results filed as inactive show a strong effect at the top dose
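Compounds are tested at multiple concentrations on MCF7 BRCA1-luciferase reporter cells seeded at 2000 per well; after 48 h, a single luminescence end-point is taken and curves fitted to the normalized data.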
The depositor's hits bear a star; ? = inconclusive; · = no result given; [ ] = dose if it differs, or a comment. Unless noted, calls follow the shape of the dose curve; as a rule, active = well fitted curve in the direction sought with a large enough effect; inconclusive = small, poorly fitted or top-dose-only effect, or another doubt; inactive = no such curve, though single readings can be large; an effect the other way counts as inactive or inconclusive. Compounds were not picked by outcome; overall some 2.6% were active at least once.

SMILES	uPA generation	TRPV1 ag	ASM inhibitor	ELG1 genotox	p53 reactivator	USP2a inh	B2AR arrestin	Integrin act MD	Eya2 phos inh	PTAP TSG101 blk	BRCA1 expr act
CCN(Cc1ccccc1)C(=O)COc1cc(=O)n(CC)c2ccccc12	0%	-1	3%	?	-5%	7%	0.3%	19%	22%	-6%	-26%
CCOc1cc(/C=C2/C(=O)ON=C2C)ccc1OCc1ccccc1	-5%	?	-1%	-9%	2%	1%	0.2%	-4%	-8%	-3%	10%
COc1ccc(-c2csc(NC(=O)CN3C(=O)C4CC=CCC4C3=O)n2)cc1OC (configuration not stated)	-27%	·	-2%	·	·	·	·	4%	·	6%	-16%
Cc1oncc1C(=O)NC(C)C	1%	-1	5%	2%	1%	1%	0.0%	-19%	-8%	-6%	1%
CCOc1ccc(NC(=O)CN(C)C(=O)c2c(-c3ccccc3)noc2C)cc1OCC	12%	3	2%	1%	-3%	1%	0.1%	-25%	9%	-4%	-11%
CC(C)N(c1ccccc1)c1ccc(NC(=O)CCl)cc1	?	-3	-8%	-7%	-12%	-5%	-0.4%	-56%[inhibitor]	-2%	-4%	-93%
CCOC(=O)C1CCN(C(=O)c2ccc(OC3CCN(C(=O)CCOC)CC3)cc2)CC1	1%	-3	1%	-7%	-10%	-1%	-0.4%	0%	18%	-3%	-4%
O=C(NCc1ccc2c(c1)OCO2)C1CCC(CNS(=O)(=O)c2ccc(Cl)cc2)CC1 (configuration not stated)	-2%	2	-2%	-2%	-1%	-1%	0.3%	9%	-6%	1%	6%
O=C(Nc1cccc(F)c1)C1CCN(C(=O)c2ccc(Br)cc2)CC1	4%	?	-1%	-4%	-3%	6%	-1.0%	0%	6%	2%	-52%
CCC(CC)c1nc(NCCC(=O)O)c2ccccc2n1	8%	0	-3%	1%	-6%	4%	-0.4%	12%	-11%	-8%	-7%
CC(=O)Nc1sc(N)nc1-c1ccccc1	8%	-2	8%	3%	24%	1%	0.1%	-12%	13%	1%	-2%
COc1ccc(/C=C2/CC/C(=C\c3ccc(OC)c(OC)c3OC)C2=O)c(OC)c1OC	-4%	5	7%	10%	1%	19%	-0.5%	-6%	4%	1%	-23%
CCCc1nnc(NC(=O)c2cc3ccccc3oc2=O)s1	5%	6	0%	6%	6%	2%	0.0%	9%	-9%	0%	-19%
CC(CNS(=O)(=O)c1cc(Cl)ccc1Cl)CN(C)C (configuration not stated)	7%	-2	0%	0%	-2%	3%	-0.1%	-1%	9%	-1%	-18%
Cc1ccc(NC(=O)c2cc(N3C(=O)C4CC=CCC4C3=O)ccc2N2CCOCC2)cc1Cl (configuration not stated)	0%	3	-6%	0%	-7%	-1%	0.2%	-9%	9%	-2%	-34%
CCN1CCN(CC(=O)N2N=CCC2c2ccccc2)CC1 (configuration not stated)	-3%	-4	0%	-9%	1%	2%	0.6%	-5%	-15%	1%	-5%
C=CC[C@H](CC(=O)OC(C)(C)C)C(=O)OC[C@H]1CCCN1C(=O)[C@H](CC=C)CC(=O)NCCO	0%	·	1%	1%	-1%	5%	-0.1%	-23%	4%	·	11%
CCOc1ccc(N2C(=O)CC(N3CC(C)OC(C)C3)C2=O)cc1 (configuration not stated)	0%	-4	4%	2%	7%	-9%	-0.3%	3%	-17%	-4%	5%
COc1ccc(-c2ccc(SCC(=O)Nc3cc(C)on3)nn2)cc1OC	-30%	2	-4%	1%	19%	3%	-0.2%	-35%	24%	·	-17%
CCOc1ccccc1NC(=O)NC1CCCc2ccccc21 (configuration not stated)	-16%	4	3%	-1%	-5%	1%	-0.9%	-43%[inhibitor]	-13%	-1%	-29%
O=C1NC(c2cccc(Br)c2)=N/C1=C\c1ccco1	-28%	4	-11%	16%	?	-2%	4.7%	-8%	-18%	-10%	2%
CCCCOC(=O)c1ccc(NC(=O)C(=O)NCc2ccco2)cc1	0%	0	-1%	18%	-4%	-1%	0.2%	11%	8%	-3%	15%
CCN1CCN(CCNC(=O)c2ccc(/C=C3/Sc4ccccc4N(Cc4cccc(Cl)c4)C3=O)cc2)CC1	-3%	2	0%	13%	13%	2%	-0.9%	-74%[inhibitor]	0%	0%	-69%
COc1ccccc1/C=N/NC(=O)CNC(=O)c1ccccc1	4%	-5	4%	-3%	1%	3%	6.0%	?	3%	-4%	-25%
Brc1ccc(CNc2ccc3ncccc3c2)cc1	-22%	3	155%[activator]	?	20%	0%	-0.8%	-24%	4%	-7%	8.9µM*
SMILES	uPA generation	TRPV1 ag	ASM inhibitor	ELG1 genotox	p53 reactivator	USP2a inh	B2AR arrestin	Integrin act MD	Eya2 phos inh	PTAP TSG101 blk	BRCA1 expr act
COc1ccccc1CN1CC(C(=O)NCCn2nc(C)cc2C)CCC1=O (configuration not stated)	14%	-5	1%	0%	2%	2%	0.2%	-10%	-22%	·	4%
O=C(O)COc1ccc(NC(=O)c2ccc3c(c2)C(=O)N(Cc2ccccc2)C3=O)cc1	3%	-3	·	-1%	28%	0%	-0.2%	11%	?	2%	-30%
Cc1ccc(Cn2c(=N)c(C(=O)NCc3ccco3)cc3c(=O)n4ccccc4nc32)cc1	2%	?	371%[activator]	-6%	-5%	4%	0.5%	-32%	-2%	-1%	-33%
CC(/C=C/c1ccccc1)=N/NC(=O)CCC(=O)Nc1ccccc1C	-5%	-7	4%	-3%	-4%	2%	-0.1%	-4%	-1%	-7%	-4%
O=C(CNC1CCCCC1)Nc1ccc([N+](=O)[O-])cc1C(=O)Nc1ccccc1F	6%	2	-4%	-15%	24%	1%	0.1%	19%	7%	-2%	-32%
Cc1ccc(SCC(=O)Nc2ccc(C(=O)Nc3ccc(O)cc3)cc2)cc1	1%	-2	-1%	?	0%	11µM*	0.5%	5%	-12%	-1%	51%
O=C(CSc1nnc(CNC(=O)c2cccs2)o1)Nc1cccc(F)c1	-12%	-1	0%	5%	16%	-3%	-1.2%	27%	1%	-1%	-1%
O=C(NC(=S)Nc1ccccc1N1CCCC1)c1ccc(-c2cccc([N+](=O)[O-])c2)o1	·	-2	-2%	-5%	-8%	-7%	-0.1%	11%	7%	-13%	-45%
O=C(Nc1ccc(-c2cc3ccccc3oc2=O)c(Cl)c1)c1cccnc1	0%	4	0%	1%	3%	-1%	-1.1%	-25%	6%	-2%	25%
Cc1ccc(Sc2cc(NCCCO)c([N+](=O)[O-])c3nonc23)cc1	-2%	-5	0%	-3%	0%	9%	-0.2%	-39%	0%	-5%	-15%
COc1ccc(/C=N/NC(=O)c2cc(=O)[nH]c3ccccc23)cc1OC	0%	-8	4%	?	2%	3%	0.4%	11%	-11%	-2%	2%
O=CN1CCN(C(=S)NC(=O)c2ccc(Cl)cc2)CC1	-1%	2	6%	-3%	·	3%	0.4%	3%	13%	-2%	3%
COc1ccccc1CNC(=O)COC(=O)C1CCN(S(=O)(=O)c2ccc(C)c(C)c2)CC1	1%	10	5%	-2%	-2%	-1%	7.7%	-8%	-33%	-5%	-24%
CCN(C[C@H]1N[C@@](CC)(C(=O)OC)[C@H]2C(=O)N(C)C(=O)[C@@H]12)S(=O)(=O)c1ccc(C)cc1	?	·	19%	1%	-6%	1%	-0.1%	-15%	-2%	-4%	-6%
NC(N)=N/N=C/c1ccc2cccc(OCc3ccccc3)c2n1	-10%	4	20%	-8%	3%	-1%	-0.2%	-41%	0%	1%	-69%
CCCCCCCCC(=O)NC(NC(=S)N1CCOCC1)C(Cl)(Cl)Cl (configuration not stated)	11%	83*	-21%	-8%	14%	-2%	0.2%	-53%[inhibitor]	-4%	-6%	-50%
O=C(NNC(=O)C12CC3CC(CC(Cl)(C3)C1)C2)c1csc(N2CCOCC2)n1	1%	10	6%	0%	-5%	1%	0.2%	-16%	-15%	2%	0%
Cc1cc(C(=O)NCc2ccco2)cs1	·	-2	2%	2%	16%	0%	3.1%	-8%[7.66 µM]	-7%	-2%	20%
CC(=O)N1CCc2cc(S(=O)(=O)NCCC(=O)N3CCN(Cc4ccccc4)CC3)ccc21	·	3	6%	-5%	2%	2%	0.3%	-35%	18%	-2%	-58%
CCO[C@H]1OC(C(=O)NC2CC2)=C[C@@H](C2CCCCC2)[C@@H]1CCCO	2%	8	5%	2%	-2%	0%	0.3%	-1%	10%	-1%	-8%
O=C(CN1CCN(C(=O)CNC(=O)c2ccc(N3CCCC3=O)cc2)CC1)Nc1ccccc1Cl	2%	0	1%	-3%	-1%	2%	-0.2%	-4%	-7%	1%	-7%
